Screening results from PubChem BioAssay.
MPTP inh: mitochondrial permeability transition pore inhibitors, primary screen, biochemical, isolated mouse mitochondria, absorbance; AID 602449, 2012; Ca2+ swelling absorbance, 30 min; 1.4% of 360,000 active; inhibition, % at 10 µM;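 active = inhibition of 50% or more, scaled per plate between neutral and stimulator controls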;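 note: 0% = DMSO wells given calcium and 100% = 1 mM EGTA wells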
ATG4B inh: ATG4B protease inhibitors, primary screen, biochemical, fluorescence, uHTS; AID 504462, 2011; 0.51% of 340,000 active; ATG4B cleavage of LC3-PLA2, NBD-HPC fluorescence, 1 h; Cysteine protease ATG4B (Homo sapiens), Q9Y4P1; inhibition, % at 8.33 µM; in the data active = inhibition above about 40%
Target sequence (Q9Y4P1 whole entry, looked up): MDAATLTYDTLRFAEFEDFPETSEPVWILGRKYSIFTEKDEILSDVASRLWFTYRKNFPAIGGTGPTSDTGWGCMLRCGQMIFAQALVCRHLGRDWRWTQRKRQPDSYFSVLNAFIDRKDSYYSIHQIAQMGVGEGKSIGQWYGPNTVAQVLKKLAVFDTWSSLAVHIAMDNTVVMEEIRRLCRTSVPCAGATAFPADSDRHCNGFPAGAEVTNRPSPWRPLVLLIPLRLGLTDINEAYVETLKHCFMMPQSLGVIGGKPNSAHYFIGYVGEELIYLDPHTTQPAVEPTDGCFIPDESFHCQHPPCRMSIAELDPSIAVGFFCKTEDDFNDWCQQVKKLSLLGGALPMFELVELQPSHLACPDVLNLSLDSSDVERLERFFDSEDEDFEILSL
SENP6 inh: SENP6 protease inhibitors, primary screen, biochemical, luminescence, uHTS | Sentrin-specific protease 6 (Homo sapiens), Q9GZR1 | Recombinant SENP6 catalytic domain, aminoluciferin luminescence | inhibition, % at 10 µM | 1.8% of 330,000 active | AID 2599, 2010;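 active = inhibition above about 50% at the single tested dose, limit read from the data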;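 note: plate controls were DMSO wells with enzyme for no effect and DMSO wells lacking enzyme for full effect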
NR3A LBD binder: binders of NR3A ligand-binding domain, primary screen, biophysical, differential scanning fluorimetry, uHTS; Tm shift relative to glycine control, % at 25 µM; AID 1259313, 2017; NR3A LBD differential scanning fluorimetry, Tm shift; 0% = protein alone, 100% = glycine-bound protein; Glutamate receptor ionotropic, NMDA 3A (GRIN3A) ligand-binding domain; 2.5% of 340,000 active;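 active = melting temperature shift of at least 10% of the positive control shift, at one fixed dose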
PfG6PD inh: PfG6PD enzyme inhibitors, primary screen, biochemical, fluorescence intensity, uHTS; glucose-6-phosphate dehydrogenase-6-phosphogluconolactonase (Plasmodium falciparum 3D7); PfGluPho enzyme, NADPH resazurin-diaphorase fluorescence; inhibition, % at 20 µM; 0.78% of 350,000 active; AID 504690, 2011;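 active = inhibition reaching at least a set limit at 20 µM in the primary screen, cut at about 59% in these data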;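 note: 0% = DMSO wells with substrate and 100% = DMSO wells lacking glucose-6-phosphate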
SENP7 inh: SENP7 protease inhibitors, primary screen, biochemical, luminescence, uHTS; Sentrin-specific protease 7 (Homo sapiens), Q9BQF6; recombinant SENP7, Z-RLRGG-aminoluciferin luminescence, 40 min; inhibition, % at 5 µM; 1.5% of 330,000 active;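 active = inhibition above about 50% at the single test dose, limit read from the data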;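 note: plate controls were DMSO with enzyme for no effect and no enzyme buffer wells for full effect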
Target sequence (Q9BQF6 706-1050 limits assumed): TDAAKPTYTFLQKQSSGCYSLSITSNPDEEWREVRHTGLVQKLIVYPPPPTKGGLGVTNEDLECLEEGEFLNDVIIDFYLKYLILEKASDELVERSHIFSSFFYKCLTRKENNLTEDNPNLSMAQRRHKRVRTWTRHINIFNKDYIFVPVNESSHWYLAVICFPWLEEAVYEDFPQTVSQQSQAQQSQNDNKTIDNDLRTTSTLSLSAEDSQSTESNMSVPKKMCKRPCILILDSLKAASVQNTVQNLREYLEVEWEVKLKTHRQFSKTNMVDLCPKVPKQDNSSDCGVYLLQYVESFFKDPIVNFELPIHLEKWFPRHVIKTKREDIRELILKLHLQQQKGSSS
HKDC1 inhibitor: HKDC1 hexokinase inhibitors, primary screen, biochemical, fluorescence, uHTS; Q2TB90; recombinant HKDC1, G6PDH/diaphorase resazurin coupled fluorescence; inhibition, % at 20 µM; 0.16% of 340,000 active; AID 493160, 2011;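 active = inhibition above about 35% when tested at 20 µM, limit read from the data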;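 note: plate controls were DMSO wells with enzyme for no effect and DMSO wells lacking enzyme for full effect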
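Material – in-house recombinant HK5 (HKDC1) enzyme · Quantity – HKDC1 at 5 µg/mL · Buffer or medium – pH 8.0 Tris buffer with 10 mM MgCl2 · Reagent – glucose with 1 mM ATP · Dosing – single 20 µM dose · Times – reaction time 90 min, room temperature, protected from light · Technique – resorufin fluorescence at 613 nm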
SENP8 block: human SENP8 protease inhibitors, primary screen, biochemical, fluorescence, Nedd8 protein substrate, uHTS; AID 602440, 2012; recombinant SENP8; inhibition, % at 20 µM; Sentrin-specific protease 8 (Homo sapiens), Q96LD8; 0.64% of 360,000 active; in the data active = inhibition mostly above about 40%, no sharp cut-off; inactive = mostly below about 27%
Target sequence (Q96LD8 whole entry, looked up): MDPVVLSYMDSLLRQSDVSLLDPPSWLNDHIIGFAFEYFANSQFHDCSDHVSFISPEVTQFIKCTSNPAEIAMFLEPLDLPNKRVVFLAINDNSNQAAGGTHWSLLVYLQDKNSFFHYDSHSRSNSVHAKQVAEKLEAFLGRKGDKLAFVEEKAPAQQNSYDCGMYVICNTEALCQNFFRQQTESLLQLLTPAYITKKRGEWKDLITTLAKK
* marks the source's active call; other numbers are inactive results; i = inactive; · = not tested or not shown.

compound	MPTP inh	ATG4B inh	SENP6 inh	NR3A LBD binder	PfG6PD inh	SENP7 inh	HKDC1 inhibitor	SENP8 block
O=C(Nc1cccc(S(=O)(=O)N2CCCCC2)c1)c1ccccc1NS(=O)(=O)c1ccc(F)cc1	96*	-14	5	18*	-14	-9	-4	-396
NC(=S)N=Nc1c(O)n(Cc2ccc(Br)cc2)c2ccccc12	1.1	3	-14	2	2	-5	-2	26
CC1=Nc2ccccc2/C1=C/c1c(C)[nH]c2ccccc12	2.2	5	·	0	10	·	4	i
Cc1ccc(N2C(=O)C3C4CCC(O4)C3C2=O)c(OC(F)F)c1 (stereo not drawn)	0.8	1	-4	0	-14	-3	-3	11
COc1ccccc1NC(=O)C(C)Sc1nccn1C (stereo not drawn)	0.3	2	-7	1	9	1	-5	-4
CCOC(=O)c1cc(NC(=O)c2cccnc2)ccn1	-0.2	-7	-14	1	-3	7	-3	-208
O=C(O)C1C2C=CC(C2)C1C(=O)Nc1cccc(Cl)c1 (stereo not drawn)	0.8	2	-4	0	-6	-1	-6	23
NC(=O)CCC(NS(=O)(=O)c1ccc(Cl)cc1)C(=O)NCc1ccccc1Cl (stereo not drawn)	-0.5	1	2	5	-13	3	-5	6

More records follow:
compound	MPTP inh	ATG4B inh	SENP6 inh	NR3A LBD binder	PfG6PD inh	SENP7 inh	HKDC1 inhibitor	SENP8 block
O=C(Nc1ccc2c(c1)OCO2)O[C@@H]1C[C@H]2CCCC(=O)N3CC[C@@H](C1)[C@@H]23	-0.7	-1	-16	-3	8	-3	-3	9
Cc1c(C#N)c2ccccc2n1CC(=O)NCc1ccccc1	-1.6	0	-14	-1	-4	1	-1	-49
Cc1cc(C)cc(NC(=O)CCNS(=O)(=O)c2ccc3c(c2)oc(=O)n3C)c1	0.6	-9	-10	1	-3	11	-5	4
CCOc1ccc(S(=O)(=O)NCCN2CCOCC2)c2ccccc12	2.4	-1	1	1	-10	2	1	4
O=C(NCCN1CCOCC1)c1cc(S(=O)(=O)Nc2ccccc2F)c(Cl)cc1Cl	-0.2	4	-20	-1	10	1	3	13
CCOC(=O)CSc1nnc(CNc2ccc(F)cc2)o1	-0.2	-13	-16	5	3	-8	5	22
CCOC(=O)c1ccc(NCc2cccnc2)cc1	-0.8	7	-11	-1	1	9	-7	10
O=C(Cc1ccccc1)Nc1nc(-c2cccs2)cs1	-3.2	-11	-24	-15	10	7	-2	-5

Next part
compound	MPTP inh	ATG4B inh	SENP6 inh	NR3A LBD binder	PfG6PD inh	SENP7 inh	HKDC1 inhibitor	SENP8 block
COc1ccc(S(=O)(=O)N2CCC(C(=O)N3CCCC3)CC2)cc1	-2.3	0	2	-2	8	5	-5	19
Cc1ccccc1C(=O)c1cccn1CC(=O)NC(C)c1ccccc1 (stereo not drawn)	0.6	5	2	-5	-11	9	-1	16
CCOc1ccc(CN(C)C(=O)CNC(=O)c2sc3ccccc3c2Cl)cc1	-1.0	-3	-24	-12	8	-5	0	17
O=S1(=O)C=CC(c2ccccc2)C1 (stereo not drawn)	1.5	-2	1	0	5	-11	-5	31
NC(=O)c1ccc(NC(=O)CSc2nncn2-c2ccccc2)cc1	-0.8	-1	-7	0	28	-6	-6	0
C/C(=N\Oc1cccc(F)n1)c1ccc(Cl)cc1Cl	1.4	-1	-36	0	4	-2	-3	15
O=c1c2ccccc2oc2cc(C#CC3(O)CCCCC3)ccc12	-1.0	5	98*	-20	14	99*	5	11
O=C(O)c1ccc2c(=O)n3c(nc2c1)/C(=C/c1ccccc1C(F)(F)F)CCCC3	-7.2	-7	8	-1	-13	-2	11	1

Other structures follow.
compound	MPTP inh	ATG4B inh	SENP6 inh	NR3A LBD binder	PfG6PD inh	SENP7 inh	HKDC1 inhibitor	SENP8 block
CCOc1ccc(-c2ncncc2-c2ccc(OC)cc2)c(O)c1	-1.1	-1	-3	0	-6	4	6	-23
O=C(/C=C/c1ccc2c(c1)OCO2)N1CCOCC1	-0.4	-7	-10	0	0	1	-5	-290
CCOc1ccc(N2C(=O)CC(S/C(N)=N/N=C/c3cccs3)C2=O)cc1 (stereo not drawn)	0.0	-3	-18	-6	-19	6	-6	15
Cc1nc2nc3c(cn2n1)C(=O)CC(c1ccccc1)C3 (stereo not drawn)	1.5	1	·	-3	1	·	-3	21
CS(=O)(=O)N1CCN(c2ccccc2NC(=O)c2ccc(Cl)cc2)CC1	-2.1	-6	-3	2	8	0	-7	30
O=C(Cc1ccc(N2CCNC2=O)cc1)N1CCCC(Nc2cccc(F)c2)C1 (stereo not drawn)	-0.4	-9	-17	4	8	-2	-3	4
O=C(CCC(=O)OCc1ccc([N+](=O)[O-])cc1)Nc1ccccc1Cl	3.3	-4	20	-3	13	7	-7	24
Cc1ccc(C(=O)N/C(=C\c2cn(C)c3ccccc23)C(=O)NCCCN2CCOCC2)cc1	-1.7	3	-6	0	-10	11	-5	-6

Other records
compound	MPTP inh	ATG4B inh	SENP6 inh	NR3A LBD binder	PfG6PD inh	SENP7 inh	HKDC1 inhibitor	SENP8 block
O=C(NCCSCc1ccco1)Nc1ccccc1	0.7	3	-7	0	20	2	1	13
Cc1ccc(-n2c(CCc3ccccc3)n[nH]c2=S)cc1C	-1.3	0	-2	-2	20	2	-4	6
CCn1c(N2CCN(C(=S)Nc3ccc(OC)cc3)CC2)nc2ccccc21	-1.3	-4	-12	-1	4	0	-6	7
CC(C)C(NC(=O)CN1C(=O)c2ccccc2S1(=O)=O)C(C)C	1.0	-6	-12	1	-8	-2	-2	9
COc1ccc(/C=N/NC(=S)Nc2ccccc2)cc1	-1.5	9	14	-3	-5	3	-11	15
O=C(CSc1n[nH]c(=O)[nH]c1=O)NC1CCCCC1	-1.1	-4	8	0	9	3	-6	21
COc1ccccc1CCN=C(N)NS(=O)(=O)c1cc(F)ccc1F	-0.7	-4	-9	1	12	-10	-4	8
CCOC(=O)c1ccc(NC(=S)NCc2ccc(F)cc2)cc1	88*	44*	-23	7	7	-8	-1	3

The list continues:
compound	MPTP inh	ATG4B inh	SENP6 inh	NR3A LBD binder	PfG6PD inh	SENP7 inh	HKDC1 inhibitor	SENP8 block
COc1ccc(CCn2c(O)c(C3=c4ccccc4=NC3=O)sc2=S)cc1OC	-0.5	2	-5	2	8	9	-6	12
Cc1ccc(NC(=O)C(c2ccccc2)N2CCN(CC(=O)N3CCOCC3)CC2)cc1 (stereo not drawn)	-0.7	1	6	6	15	6	-5	2
O=C(Nc1ccccc1-c1nnn(CC(=O)N2CCN(c3ccccc3)CC2)n1)c1cccs1	-0.9	2	7	-7	5	3	-9	13
CCNC(=S)NNC(=O)c1csc2ccccc12	35	7	15	-8	-10	-6	-2	-8
O=C(Nc1nnc(Cc2ccc(Cl)cc2)s1)c1cccnc1	1.4	8	-5	0	-6	5	-7	11
COc1ccc(NC(=O)CN2CCc3ccccc3C2)cc1OC	0.5	-6	-4	-1	-11	5	5	32
COc1ccc(OCC(=O)N2N=C(C(F)F)CC2(O)C(F)F)cc1 (stereo not drawn)	1.1	-5	-2	-1	1	-6	-3	14
CN(C)CCn1c(NC(=O)c2ccc(Cl)cc2)nc2ccccc21	-1.6	4	-12	1	37	-29	-6	-53

The list goes on.
compound	MPTP inh	ATG4B inh	SENP6 inh	NR3A LBD binder	PfG6PD inh	SENP7 inh	HKDC1 inhibitor	SENP8 block
O=C(COc1ccccc1F)OCC(=O)N1CCc2ccccc21	0.8	7	1	2	-3	1	-2	-13
CCn1cc(C(=O)O)c(=O)c2cc(F)c(N3CCN(C(=S)Nc4ccc(OC)cc4)CC3)cc21	6.1	-2	-5	0	2	2	2	-100
Cc1nn(C)c2ncc(C(=O)c3cc(F)ccc3O)cc12	-0.1	-8	9	0	6	5	-4	14
CC(C)OC(=O)C(CC(=O)O)NCc1ccccc1 (stereo not drawn)	-0.5	-6	-13	0	-3	6	-7	21
COCCCNc1nc2c(-c3cccc(C)c3)nnn2c2ccccc12	1.9	-5	-4	-8	-12	-8	-2	-391
COC(=O)Nc1ccc2ccc3c(NC(=O)OC)ccc4ccc1c2c43	0.1	-14	·	-11	29	·	1	-462
COc1ccc(-c2nc3ccccc3[nH]2)cc1	-0.9	-12	94*	5	61*	97*	-10	-25
N/C(=N\OC(=O)c1cccc(C(F)(F)F)c1)c1cnccn1	-0.6	-1	10	-15	3	2	-5	6

Remaining list, next part
compound	MPTP inh	ATG4B inh	SENP6 inh	NR3A LBD binder	PfG6PD inh	SENP7 inh	HKDC1 inhibitor	SENP8 block
CSCCC(NC(N)=O)C(=O)NCC1CCCCC1 (stereo not drawn)	-1.0	3	11	-5	5	4	-5	15
COCCn1c(SCC(=O)NCc2ccco2)nnc1-c1c[nH]c2ccccc12	0.5	5	-15	-3	17	7	1	12
CN1C(=O)C(O)(CC(=O)/C=C/c2ccco2)c2ccccc21 (stereo not drawn)	-2.4	-7	16	0	1	6	-1	13
CCCC(=O)Nc1sc(C(=O)Nc2cccc(N)c2)c(C)c1C(=O)OC	2.7	-13	8	-4	5	9	4	8
COc1cccc(-c2cc(C(=O)NC3CCCCC3)no2)c1	0.4	7	4	-1	9	19	-2	5
O=C(CSc1ccccc1)Nc1ccc2c(c1)C(=O)NC2=O	-0.2	-6	7	2	5	-7	-6	-30
CCN(CCCNc1ncnc2nc[nH]c12)c1cccc(C)c1	1.3	-6	-6	1	17	-5	-2	2
C#CCOc1ccc(C2C3=C(CC(C)(C)CC3=O)N(CC(=O)O)C3=C2C(=O)CC(C)(C)C3)cc1	1.4	-4	-4	2	-4	-10	1	-319
O=C(NC(Cc1ccccc1)C(=O)O)/C(=C\c1ccc(Cl)cc1)NC(=O)c1ccccc1 (stereo not drawn)	-1.0	-14	-6	-2	8	-10	-10	-20
Cc1ccc(Nc2nc(Cl)nc(NC(C)(C)C)n2)cc1	0.2	4	-9	-5	21	-16	-1	14
O=C(/C=C/c1ccc(O)cc1)c1ccc(O)cc1O	1.2	-5	29	28*	15	-14	6	1

Limited to SENP7 inh and MPTP inh, for 3 of the compounds above:
smiles	SENP7 inh	MPTP inh
C#CCOc1ccc(C2C3=C(CC(C)(C)CC3=O)N(CC(=O)O)C3=C2C(=O)CC(C)(C)C3)cc1	-10	1.4
CCCC(=O)Nc1sc(C(=O)Nc2cccc(N)c2)c(C)c1C(=O)OC	9	2.7
CSCCC(NC(N)=O)C(=O)NCC1CCCCC1 (stereo not drawn)	4	-1.0
